PGC1a acetyl inh = inhibitors of PGC1a acetylation signal, primary screen, cell-based, U2OS, AlphaScreen, inhibitor mode | AlphaScreen anti-acetyl-lysine; with virally co-expressed GCN5 acetyltransferase | AID 651687, 2012 | hit rate 0.17% among 350,000 | inhibition, % at 15.6 µM;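 active means every replicate shows inhibition of at least 40%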;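 further: 0% = neutral control wells and 100% = positive control wells; some results beyond the cut were filed as inactive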
LGR2 inh = inhibitors of bursicon-induced LGR2 CRE-luciferase signal, primary screen, cell-based, HEK293, CRE-luciferase reporter, bursicon stimulation | inhibition, % at 9.99 µM | hit rate 0.35% among 380,000 | Drosophila bursicon receptor LGR2 (rickets) | bursicon-stimulated, 4 h;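 active means drop in luminescence signal, shown as inhibition above about 50% in the replicate tests, limit read from the data, passing the limit was not always enough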;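 further: agonist challenge used bursicon conditioned medium at about half maximal strength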
C2C12 statin = suppressors of statin myotoxicity in C2C12 myotubes, primary screen, cell-based, single point, plate reader; C2C12 myotubes + simvastatin, ATP luminescence, 48 h; scaled: DMSO 0, geranylgeraniol control 100; rescue of ATP level, % at 7.49 µM; hit rate 0.78% among 330,000; AID 602340, 2012;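 active means mean ATP rescue above about 67%, or every replicate alone reaching that limit, limit read from the data, passing the limit was not always enough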;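 further: myotubes were challenged with 10 µM simvastatin during compound exposure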
ARNT-TACC3 inh = disruptors of ARNT/TACC3 protein interaction, primary screen, biochemical, AlphaScreen, single concentration | AlphaScreen His-ARNT PAS-B/GST-TACC3 binding, luminescence; TACC3 fragment carries E629A point mutation | AID 623870, 2012 | inhibition, % at 9.99 µM | hit rate 0.66% among 390,000;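 active means mean inhibition of replicates at least 50% and at least half of replicates each reaching 50%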;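 further: 0% = complete ARNT plus TACC3 wells and 100% = ARNT alone without TACC3; many hits fall short of the cut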
GSIS activator = GLuc luminescence reporter in INS-1E cells, primary screen for activators of glucose-dependent secretion of insulin. INS-1E GLuc reporter insulin secretion, 2-3 h. activation, % at 16.6 µM. hit rate 0.61% among 370,000. AID 743287, 2014;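 active means lowest replicate activation of at least 40%, so every replicate reaches that level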;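 further: 0% = median of neutral control wells and 100% = median of IBMX positive control wells; some compounds called inactive have numbers as strong as hits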
Cneo AK release = Cryptococcus neoformans cell lysis inducers, primary screen, AK release luminescence, single concentration; C. neoformans lysis, adenylate kinase release luminescence, 4 h; normalised: neutral wells 0, clomiphene wells 100; lysis activity, % at 15 µM; hit rate 0.2% among 360,000; AID 651654, 2012;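 active means mean lysis activity across replicates of at least 80%, whatever share of replicates individually reach that level; inactive means mean lysis activity below 80%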
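Material: C. neoformans cells | Amount: Yeast cell density of 5 × 10^6 cells/mL | Medium: Fresh YPD growth medium | Dosing: Single dose | Times: Static 4 h at 37 °C with compound, 1 h detection | Detection: AK luminescence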
PAX8 inh HTS = inhibitors of PAX8-driven TPO luciferase reporter, primary screen, RMG-I cells, single concentration; SteadyGlo, 24 h; hit rate 1.2% among 360,000; inhibition, % at 12.6 µM; AID 652154, 2013;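 active means mean replicate inhibition at least 60% with every replicate also reaching 60%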;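 further: luciferase light reporting Pax8 driven TPO promoter activity; plate controls were median of neutral control wells for no effect and mitoxantrone controls for full effect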
PglD inh = C. jejuni PglD acetyltransferase inhibitors, primary screen, biochemical, DTNB colorimetric, single point; UDP-N-acetylbacillosamine N-acetyltransferase PglD (Campylobacter jejuni); purified PglD enzyme, DTNB colorimetric CoA detection; inhibition, % at 12.5 µM; hit rate 0.098% among 360,000; in the data active means inhibition above about 16%, passing the limit was not always enough; further: strong numbers were not always called active
The depositor's hits bear a star; . = not tested or not shown; & = joins results of further samples.

Screens by letter: A = PGC1a acetyl inh; B = LGR2 inh; C = C2C12 statin; D = ARNT-TACC3 inh; E = GSIS activator; F = Cneo AK release; G = PAX8 inh HTS; H = PglD inh
O=C(NCC(c1ccco1)N1CCc2ccccc2C1)c1ccccc1Cl (stereo unspecified)
  A: -12	B: -10	C: 12	D: 5	E: 14	F: 2	G: -18	H: -1

Cc1ccccc1S(=O)(=O)N(C)C[C@H]1OCc2cn(nn2)CCCC(=O)N([C@H](C)CO)C[C@H]1C
  A: -3	B: 0	C: -8	D: 6	E: 8	F: 2	G: .	H: 1

Cc1nc(SCC(=O)NCCc2ccc(Cl)cc2)nc(C)c1C
  A: -32	B: 4	C: 12	D: 12	E: 28	F: .	G: .	H: .

CCOc1ccccc1NC(=O)C(C)CC (stereo unspecified)
  A: 6	B: -11	C: .	D: -5	E: 4	F: .	G: 9	H: .

O=C(c1ccncc1)N1CCN(c2ccc(F)cc2)CC1
  A: 13	B: .	C: -13	D: 7	E: .	F: 0	G: .	H: 1

C=Cn1cc[n+](CC(=O)c2ccc(OC)c(OC)c2)c1
  A: .	B: -4	C: 12	D: -22	E: 0	F: 2	G: 20	H: -1

CC1CN(CCCOc2ccc([N+](=O)[O-])cc2)CC(C)O1 (stereo unspecified)
  A: 13	B: 6	C: .	D: -4	E: 10	F: 1	G: 24	H: -11

CN(Cc1ccccc1)C(=O)c1ccc(Cl)c([N+](=O)[O-])c1
  A: .	B: -8	C: .	D: 2	E: -11	F: .	G: 26	H: .

Cc1ccnc(SCC(=O)c2cc3ccccc3o2)n1
  A: 3	B: -27	C: .	D: 13	E: -8	F: 2	G: -24	H: 0

CC(C)N(C)C(=O)CCc1nnc(CCc2c[nH]c3ccccc23)o1
  A: -8	B: 8	C: 9	D: .	E: 7	F: -2	G: 12	H: -1

O=C(c1cc(Cl)nc2ccccc12)N1CCc2ccccc2C1
  A: 8	B: 14	C: .	D: -10	E: 18	F: .	G: 18	H: .

COc1ccc(NC(=O)N(C)C[C@H]2Oc3ccc(NC(=O)C4CCCCC4)cc3C(=O)N([C@H](C)CO)C[C@@H]2C)cc1
  A: 1	B: 17&13	C: 0&22	D: -4&0	E: 0&-12	F: 1&6	G: 1	H: 1&3

CCn1c(N)c(C(=O)NCc2cccnc2)sc1=S
  A: 2	B: .	C: .	D: 0	E: .	F: 2	G: .	H: 6

CCCC(=O)Nc1ccc2c(c1)C(=O)N(C)[C@@H]1CC[C@@H](CC(=O)NCCOC)O[C@@H]1CO2
  A: 4	B: 1	C: 13	D: -10	E: 3	F: -5	G: -7	H: -4

CSc1nnc(-c2ccc(S(=O)(=O)N3CCOCC3)cc2)n1C
  A: .	B: 6	C: 37	D: 7	E: 15	F: -3	G: 0	H: -4

O=C(CCN1CCN(c2ccccc2)CC1)NNC(=S)Nc1ccccc1
  A: .	B: 4	C: 18	D: -1	E: .	F: .	G: -10	H: .

C[C@H](CO)N1C[C@H](C)[C@H](CN(C)C(=O)NC2CCCCC2)Oc2c(NC(=O)Nc3ccc4c(c3)OCO4)cccc2C1=O
  A: -4	B: -17	C: -22	D: -4	E: -12	F: -6	G: .	H: -3

CCCNC(=O)[C@@H]1[C@@H](CO)[C@@H]2Cn3c(ccc(-c4cccc(F)c4)c3=O)[C@@H]2N1C(=O)CC
  A: -2	B: -14	C: -7	D: 2	E: 1	F: -3	G: 2	H: 0

O=S(=O)(Nc1ccc(F)cc1)N1CCOCC1
  A: -18	B: -5	C: 2	D: -2	E: 12	F: .	G: 5	H: .

O=C(NCCc1c[nH]c2ccccc12)C1CCC(Cn2c(=S)[nH]c3ccccc3c2=O)CC1 (stereo unspecified)
  A: -17	B: .	C: -17	D: -5	E: .	F: -5	G: 7	H: 3

C[C@@H]1CN([C@@H](C)CO)C(=O)c2cc(NC(=O)CCC(F)(F)F)ccc2O[C@@H]1CN(C)S(=O)(=O)c1ccc(F)cc1
  A: 1	B: -4	C: -4	D: -2	E: -8	F: 1	G: 15	H: -1

C[C@H]1CN([C@@H](C)CO)C(=O)c2cc(NS(=O)(=O)c3ccc(Cl)cc3)ccc2O[C@H]1CN(C)C(=O)NC1CCCCC1
  A: -5	B: -12	C: 1	D: -9	E: -17	F: -2	G: 3	H: -3

C[C@H]1CN([C@@H](C)CO)C(=O)c2cccc(NC(=O)c3ccc(-c4nccs4)cc3)c2O[C@H]1CN(C)S(=O)(=O)c1cccs1
  A: 4	B: -6	C: .	D: -2	E: 14	F: 48	G: .	H: 5

CC(C)NC(=O)C(=O)NCCN1CCN(C(=O)c2ccc(C(C)(C)C)cc2)CC1
  A: -1	B: -2	C: 9	D: -49	E: .	F: -1	G: -10	H: -1

CC1(CCc2ccccc2)NC(=O)N(CC(=O)Nc2ccc3c(c2)OCCO3)C1=O (stereo unspecified)
  A: -40	B: -9	C: .	D: -3	E: -11	F: .	G: -34	H: .

Some entries already given, reduced to LGR2 inh, PGC1a acetyl inh and GSIS activator.
Compound	LGR2 inh	PGC1a acetyl inh	GSIS activator
C[C@@H]1CN([C@@H](C)CO)C(=O)c2cc(NC(=O)CCC(F)(F)F)ccc2O[C@@H]1CN(C)S(=O)(=O)c1ccc(F)cc1	-4	1	-8
CCCC(=O)Nc1ccc2c(c1)C(=O)N(C)[C@@H]1CC[C@@H](CC(=O)NCCOC)O[C@@H]1CO2	1	4	3
O=C(c1ccncc1)N1CCN(c2ccc(F)cc2)CC1	.	13	.

Structures above that contain a furan ring, fused or not, in the order listed:
Screens by letter: A = PGC1a acetyl inh; B = LGR2 inh; C = C2C12 statin; D = ARNT-TACC3 inh; E = GSIS activator; F = Cneo AK release; G = PAX8 inh HTS; H = PglD inh
O=C(NCC(c1ccco1)N1CCc2ccccc2C1)c1ccccc1Cl (stereo unspecified)
  A: -12	B: -10	C: 12	D: 5	E: 14	F: 2	G: -18	H: -1

Cc1ccnc(SCC(=O)c2cc3ccccc3o2)n1
  A: 3	B: -27	C: .	D: 13	E: -8	F: 2	G: -24	H: 0

Other compounds
Screens by letter: A = PGC1a acetyl inh; B = LGR2 inh; C = C2C12 statin; D = ARNT-TACC3 inh; E = GSIS activator; F = Cneo AK release; G = PAX8 inh HTS; H = PglD inh
C[C@H]1CN([C@@H](C)CO)C(=O)c2cc(/C=C/c3ccccc3)cnc2O[C@H]1CN(C)S(=O)(=O)c1ccccc1
  A: 2	B: 10	C: -7	D: -1	E: -30	F: 7	G: .	H: -4

COc1ccc(NC(=O)CSc2nc3c(c(=O)n2-c2ccc(F)cc2)SCC3)c(OC)c1
  A: -2	B: 15	C: -2	D: -7	E: 4	F: -1	G: .	H: 2

CC(C)(C)S(=O)N1Cc2cc(C(=O)O)nc(-c3cccc(-c4cc5ccccc5o4)c3)c2[C@@H]1CCO (stereo partly specified)
  A: 15	B: -2	C: .	D: 5	E: -3	F: 0	G: -11	H: 1

COc1ccc(-n2c(C)nc3c(cnn3-c3ccc(C)c(C)c3)c2=O)cc1
  A: 2	B: -7	C: -26	D: -6	E: 9	F: 0	G: -39	H: -3

COc1ccc(/C=C(/NC(C)=O)C(=O)O)cc1
  A: 6	B: .	C: 7	D: 0	E: .	F: 1	G: .	H: -8

COC(=O)c1[nH]c2c(c1C(=O)OC)CCc1ccccc1-2
  A: -7	B: -5	C: -3	D: -1	E: -2	F: -14	G: -12	H: 4

COc1ccc(/C(C)=N/NC(=O)CNC(=O)Cc2ccccc2)c(OC)c1
  A: -20	B: 4	C: .	D: -4	E: -9	F: -3	G: 5	H: 1

CS(=O)(=O)N1CCc2cc(C(=O)N3CCN(c4cccc(Cl)c4)CC3)ccc21
  A: -15	B: 10	C: 3	D: -5	E: -23	F: 0	G: 13	H: 1

CCCC#Cc1ccc2c(c1)O[C@H](CN(C)S(C)(=O)=O)[C@H](C)CN([C@H](C)CO)S2(=O)=O
  A: -9	B: 0	C: .	D: -4	E: -19	F: -1	G: .	H: -1

COc1cccc(-c2ncc3ccccc3c2COC(=O)N(C)C)c1
  A: -1	B: 19	C: -9	D: -2	E: 18	F: 0	G: 2	H: 7

CCNC(=O)C[C@@H]1CC[C@H]2[C@@H](COC[C@H](O)CN2C(=O)Nc2c(C)noc2C)O1
  A: -9	B: 11	C: 3	D: 4	E: 6	F: 0	G: -26	H: 0

O=C1c2ccccc2NC(c2ccccc2)N1CCCN1CCOCC1 (stereo unspecified)
  A: 37	B: .	C: 10	D: -2	E: .	F: 0	G: 17	H: 0

NNc1nc(-c2ccccc2)cs1
  A: .	B: -12	C: 3	D: 17	E: -7	F: 2	G: -41	H: -5

O=C(NNc1c2ccccc2nc2ccccc12)c1ccccc1O
  A: 4	B: 2	C: -91	D: .	E: -4	F: -1	G: 4	H: -1

Cn1cnc([N+](=O)[O-])c1C(=O)Nc1cccc([N+](=O)[O-])c1
  A: .	B: -2	C: .	D: -6	E: -12	F: -1	G: -4	H: -1

O=C(O)c1nsc(Cl)c1Cl
  A: -3	B: .	C: -19	D: -4	E: .	F: 4	G: 1	H: 4

CC(=O)Nc1ccc(S(=O)(=O)Oc2ccc(/C=N/N=C3/NC(=O)C(CC(=O)O)S3)cc2)cc1 (stereo unspecified)
  A: 3	B: 14	C: .	D: 13	E: -6	F: .	G: 2	H: .

CCOc1ccccc1NC(=O)COC(=O)/C=C/c1ccc(OC)c(OC)c1
  A: .	B: -4	C: .	D: -1	E: 29	F: .	G: 33	H: .

CC(C(=O)O)c1ccc(C(=O)c2ccccc2)s1 (stereo unspecified)
  A: -5	B: -20	C: -2	D: -3	E: 10	F: 0	G: -70	H: -2

O=C(C[C@H]1C[C@H]2c3cc(NC(=O)C4CCOCC4)ccc3O[C@H]2[C@H](CO)O1)NCCc1ccccc1
  A: 14	B: 7	C: -2	D: -7	E: 1	F: -4	G: -5	H: 2

COc1ccc(/C=C(\C#N)C(=O)NCC(c2ccc(F)cc2)N2CCOCC2)cc1 (stereo unspecified)
  A: -7	B: 13	C: 3	D: 0	E: -17	F: -5	G: -1	H: 2

COc1ccc(CN(C)C[C@@H]2Oc3ccc(NC(=O)Nc4ccc(OC)cc4)cc3C(=O)N([C@H](C)CO)C[C@H]2C)cc1
  A: .	B: 7	C: 0	D: 0	E: -2	F: -12	G: 31	H: -1

CCc1nc2c(OCc3ccc(F)c(F)c3)cccn2c1N(C)C(=O)c1ccco1
  A: 4	B: -17	C: 1	D: .	E: -2	F: 0	G: 9	H: 0

Cc1ccc2cc(NC(=O)C3(C)CCN(C)C3)ccc2n1 (stereo unspecified)
  A: 4	B: -9	C: -3	D: .	E: 10	F: -2	G: -20	H: 2

O=C(NCCN1CCNC1=O)C1CCC(=O)N(Cc2cccc(C(F)(F)F)c2)C1 (stereo unspecified)
  A: 4	B: 8	C: -4	D: 6	E: -8	F: 8	G: -7	H: 0

COC(=O)c1cc(OC)c(OC)cc1NC(=O)CSc1nnnn1Cc1ccccc1
  A: 8	B: .	C: -8	D: -7	E: .	F: 0	G: .	H: 7

C[C@@H]1CCCCO[C@@H](CN(C)Cc2ccc(C(=O)Nc3ccccc3N)cc2)[C@@H](C)CN([C@H](C)CO)C(=O)c2cc(NC(=O)Cc3ccccc3)ccc2O1
  A: 10	B: 5	C: .	D: .	E: 2	F: .	G: 6	H: .
